# ATXN2 expr inh: Primary qHTS for Inhibitors of ATXN expression; HEK-293 ATXN2-luciferase reporter, luminescence, 24 h; Potency, µM (series often up to 57 µM), for the others: top-dose activity change, negative = inhibition, usual class: inhibitors; 360,000 tested, 0.72% active; note: potency is the fitted concentration of half-maximal effect; % is set by controls: 0 for no effect and ±100 for the full control effect; nearly all actives have a fitted effect of over 55% in size
#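 qHTS (up to 57 uM final) was run with 24 h compound exposure of reporter cells at 37 °C. Each well was multiplexed: SteadyGlo luminescence measured ATXN2-luciferase expression after a fluorogenic Gly-Phe-AFC viability readout (25 uM final).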
# KB-3-1 cytotox: qHTS assay for MDR1-selective chemotherapeutics: Primary screen using the parental adenocarcinoma cell KB-3-1. KB-3-1 viability, CellTiter-Glo ATP luminescence, 72 h. Potency, µM (series often up to 46.1 µM), for the others: at the top dose activity change, negative = cytotoxic, usual class: cytotoxic. 400,000 tested, 1.4% active. AID 1347075, 2019; note: potency is the fitted concentration of half-maximal effect; % is set by controls: 0 for no effect and ±100 for the full control effect; nearly all actives have a fitted effect of over 60% in size
#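 Viability of parental KB-3-1 cells, measured by CellTiter-Glo luminescence, followed a 72 h incubation at 37 °C with pinned compounds in phenol-red-free DMEM containing 10% FBS.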
# MCF10A rerep: A quantitative high throughput screen for small molecules that induce DNA re-replication in MCF 10a normal breast cells; MCF 10A DNA re-replication, Hoechst nuclear intensity, 48 h; Potency, µM (titrated, usually from 46.1 µM), without a hit: at the top dose activity, positive = re-replication, usual class: activators; 350,000 tested, 2.9% active; note: potency is the fitted concentration of half-maximal effect; % of control where 0% means no effect; nearly all actives have a fitted effect of over 50% in size
# HT1080NT lethal: qHTS for induction of synthetic lethality in tumor cells producing 2HG: qHTS for the HT-1080-NT fibrosarcoma cell line; HT-1080-NT fibrosarcoma viability, CellTiter-Glo ATP luminescence, 48 h; Potency, µM (series often up to 46.1 µM), for the others: top-dose activity, negative = less viability, actives largely listed as cytotoxic; 360,000 tested, 1.6% active;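 note: NT is the 2HG producing partner of a matched IDH1 knockdown line; potency is the fitted concentration of half-maximal effect; 0% = DMSO-treated cells and -100% = media-only wells without cells; nearly all actives have a fitted effect of over 55% in size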
#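 Compounds were tested in concentration-response format on HT-1080-NT cells for 48 hours at 37 degrees C. Cell viability came from CellTiter-Glo luminescence; curves were classified by r2, response magnitude and activity.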
# KB-V1 MDR tox: qHTS assay for MDR1-selective chemotherapeutics: Primary screen using the drug-selected MDR subline cells KB-V1. Potency, µM (top dose mostly 46.1 µM), for the others: top-dose activity change, negative = cytotoxicity, hits mostly cytotoxic. 400,000 tested, 3.4% active. KB-V1 MDR cells viability, CellTiter-Glo, 72 h. AID 1347076, 2019; note: potency is the fitted concentration of half-maximal effect; % is set by controls: 0 for no effect and ±100 for the full control effect; nearly all actives have a fitted effect of over 60% in size
#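 Luminescent ATP read-out (CellTiter-Glo, 10 min) measures survival of drug-selected KB-V1 MDR cells after 72 h, 37 degrees C compound exposure. Medium: phenol-red-free DMEM, 10% FBS. Values from fitted concentration-response curves.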
# S2 tox: Viability Counterscreen for Primary qHTS for Inhibitors of ATXN expression; S2 cells (HEK-293 line with an ATXN2-luciferase reporter) viability, CellTiter-Fluor protease fluorescence, 24 h; Potency, µM (titrated, usually from 56.7 µM), hits mostly cytotoxic; 400,000 tested, 0.49% active; note: potency is the fitted concentration of half-maximal effect; nearly all actives have a fitted effect of over 40% in size
# SW480 rerep: A quantitative high throughput screen for small molecules that induce DNA re-replication in SW480 colon adenocarcinoma cells. Potency, µM (doses to about 46.1 µM), for the others: at the highest dose re-replication activation, hits mostly activators. 340,000 tested, 1.8% active. SW480 DNA re-replication, Hoechst DNA content imaging, 48 h. AID 624297, 2012; note: potency is the fitted concentration of half-maximal effect; % of control where 0% means no effect; nearly all actives have a fitted effect of over 55% in size
#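 Cells (250 per well) received 23 nL compound or DMSO by pin tool and were kept 48 hr at 37 C, 5% CO2. Nuclei were then stained with Hoechst for 40 min and scanned for DNA content.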
# IL-1B inflam inh: qHTS for Inhibitors of Inflammasome Signaling: IL-1-beta AlphaLISA Primary Screen. THP-1 LPS/ATP IL-1B secretion, AlphaLISA, 16 h; active compounds read low. activity change, % at 57.5 µM. 360,000 tested, 4.7% active; in the data active = activity change below about -50%; inconclusive = mostly about -30% to -49%; note: % is set by controls: 0 for no effect and ±100 for the full control effect
#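 Secreted IL-1B measured by AlphaLISA bead assay after 16 h compound exposure of THP-1 cells; compounds (final up to 57.5 uM) added 1 h before LPS (250 ng/mL) and ATP (1.25 mM) stimulation; lower signal means less secretion.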
# HT1080 IDH1KD tx: qHTS for induction of synthetic lethality in tumor cells producing 2HG: qHTS for the HT-1080-IDH1KD cell line | HT-1080 IDH1 knockdown viability, ATP luminescence, 48 h | Potency, µM (titrated, usually from 46.1 µM), without a hit: at the highest dose activity, negative = toxicity, usual class: cytotoxic | 360,000 tested, 2% active | AID 686971, 2013;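 note: potency is the fitted concentration of half-maximal effect; 0% = DMSO wells and -100% = cell-free medium wells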
#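 Knockdown cells (IDH1KD HT-1080) received compounds 2 h after plating at 750 cells/well and were kept 48 h at 37 °C in 5% FBS RPMI. A CellTiter-Glo luminescence read gave % activity for curve fitting.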
# The depositor's hits bear a star; i = inactive; ? = inconclusive; · = no result given; [ ] = remark or other dose. Unless noted, calls come from the whole dose curve; as a rule, active = well fitted curve in the direction sought with a large enough effect; inconclusive = small, poorly fitted or top-dose-only effect, or another doubt; inactive = no such curve, though single readings can be large; an effect the other way counts as inactive or inconclusive.
structure,MCF10A rerep,KB-V1 MDR tox,S2 tox,ATXN2 expr inh,HT1080NT lethal,KB-3-1 cytotox,SW480 rerep,IL-1B inflam inh,HT1080 IDH1KD tx
O=C(C(=O)N1CCN(c2ccc(F)cc2)CC1)c1c[nH]c2ccccc12,-4%,10%,i,4%,18%,11%,-6%,3,19%
Nc1nc(SCC(=O)NCCOCCO)nc2sc3c(c12)CCCC3,-32%[inhibitor],2%,i,14%,0%,7%,-54%[inhibitor],5,0%
COc1ccccc1C(=O)Nc1ccc(NC(=O)c2ccco2)cn1,0%,-9%,i,17%,18%,1%,-12%,?,3%
O=C(CN1C(=O)c2cccnc2Oc2ccc(Cl)cc21)Nc1ccccc1F,1%,27%,i,-20%,1%,7%,5%,5,-16%
O=C(NCCCn1ccnc1)c1ccc(Cl)s1,-2%,21%,i,4%,-1%,13%,0%,9,-1%
Nc1ccc(C(=O)OCc2nc3c(ccc4ccccc43)[nH]2)cc1,?,-20%,i,120%[activator],-28%,?,-1%,-1,?
Cc1ccc2nc(C)cc(N/N=C/c3cccnc3)c2c1,-1%,-19%,i,24%,?,-16%,-143%[inhibitor],-9,-20%
S=C(Nc1ccc2nc(-c3ccccn3)c(-c3ccccn3)nc2c1)N1CCCCC1,7%,-9%,i,11%,-6%,-4%,?,75,-12%
O=S1(=O)CCN2C=C(Cl)C=C(Cl)C2=N1,-2%,1%,i,1%,-2%,-3%,0%,5,-3%
CCOc1ccc(S(=O)(=O)Nc2cc(NS(=O)(=O)c3ccc(OCC)cc3)cc(C(=O)O)c2)cc1,3%,0%,i,·,-2%,-1%,3%,4,-2%
Cn1cc(CCNC(=O)c2ccc3nc(Cc4ccccc4F)oc3c2)cn1,-2%,-1%,?,18%,3%,-3%,0%,-18,-8%
CC1=NN(Cc2cc(C(C)(C)C)c(O)c(C(C)(C)C)c2)C(=O)C1,3%,12%,i,·,-17%,-1%,?,0,-15%
O=c1ncccn1C1OC(CO)C(O)C1O (stereo not drawn),·,1%,i,-5%,-4%,-3%,·,23,-7%
Cc1ccc(C)c(S(=O)(=O)NCc2ccc(C(=O)N3CCCCC3C)cc2)c1 (stereo not drawn),15%,-26%,i,-7%,-8%[9.24 µM],-16%,0%,-10,-1%
CC1(C(=O)Nc2ccc3c(c2)OCCO3)CCN1C(=O)C/C=C/c1ccccc1 (stereo not drawn),·,1%,i,-2%,23%,0%,·,-6,12%
Nc1nc(SCC(=O)Nc2ccccc2Oc2ccccc2)n[nH]1,2%,-23%,i,7%,-3%,-7%,-2%,0,-3%
CCN1CCN(C(=O)CCc2nnc3ccc(N4CCC5(CC4)OCCO5)nn23)CC1,-6%,?,i,·,3%,3%,-8%,-1,6%
O=C(NCC[C@@H]1CC[C@@H](NS(=O)(=O)c2ccccc2)[C@@H](CO)O1)c1cc(Cl)cc(Cl)c1,·,?,·,·,-16%,-27%,·,-29,-7%
O=C(NCCN1CCOCC1)c1c[nH]c2ccc(S(=O)(=O)N3CCOCC3)cc2c1=O,-23%,-2%,i,4%,-5%,0%,-8%,-4,3%
O=C(NCc1ccc(F)cc1)c1cc(C2CCCN(C(=O)c3cccs3)C2)on1 (stereo not drawn),·,-5%,i,-16%,-3%,0%,·,-18,11%
COc1cccc(CC2(CO)CCCN(Cc3nc(-c4cccs4)oc3C)C2)c1 (stereo not drawn),?,-26%,?,·,0%,-11%,?,-9,0%
O=C(/C=C/c1ccc(Cl)cc1)N1CCN(Cc2ccccc2)CC1,5%,-1%,i,-1%,-4%,2%,-1%,-75*,-2%
O=[N+]([O-])c1cccc(CN2CCN(c3ncccn3)CC2)c1,2%,-24%,i,-4%,0%,-2%,-1%,-1,14%
COc1ccc(CCNC(=O)CCCc2ccccc2)cc1OC,2%,0%,i,-3%,18%,18%,4%,17,14%
CCCC(=O)NCC(c1ccc2c(c1)OCO2)N1CCN(c2ccccc2)CC1 (stereo not drawn),·,-11%,i,-1%,·,6%,·,·,·
Cc1nnc(NC(=O)c2ccc3c(c2)OCO3)s1,-4%,12%,i,41%[activator][11.3 µM],3%,-6%,-11%,-13,-2%
COc1ccc(-n2c(C)c(C)c3c(NCCCO)ncnc32)cc1,-1%,0%,i,7%,-4%,2%,-3%,1,-8%
CCOC(=O)C1CCN(C(=O)c2ccccc2CCc2ccccc2)CC1,3%,-9%,?,·,-2%,-5%,8%,22,-3%
Cc1c(C(=O)NN)nn(-c2ccc(F)cc2)c(=O)c1C#N,-1%,-3%,i,-9%,-14%,-7%,-6%,24,-16%
O=C1COc2ccc(-c3cc(-c4ccc(Cl)cc4)c4c(n3)-c3ccccc3OC4)cc2N1,·,-9%,i,7%,·,3%,·,·,·
Cc1nc(CN(C)C(=O)CC2C(=O)NCCN2Cc2ccc(-c3ccccc3)cc2)cs1 (stereo not drawn),-15%,·,i,-24%,-14%,·,-6%,-21,6%
Cc1nn(Cc2noc(C(=O)NCCCn3ccnc3)n2)c(C)c1Br,0%,0%,i,5%,7%,2%,-10%,15,5%
O=C(NC1CCSc2ccccc21)c1cc(S(=O)(=O)N2CCOCC2)ccc1Cl (stereo not drawn),9%,-12%,i,-1%,-6%,-7%,7%,7,-7%
Cc1ccc(C(=O)NC(c2ccccc2)C(Cl)Cl)cc1 (stereo not drawn),-7%,-6%,i,13%,-1%,-2%,7%,-5,-6%
O=C(CN1c2cccc3cccc(c23)S1(=O)=O)Nc1ccc(S(=O)(=O)N2CCOCC2)cc1,?,?,i,-4%,-14%,0%,?,-21,-8%
CSc1ccc(/C=N\NC(=O)CNc2ccc(C)cc2)cc1,0%,4%,i,-20%,?,5%,-7%,-9,0%[9.24 µM]
COc1cc(C2NC(=O)N(C)C3=C2C(=O)N(c2cccc(Cl)c2)C3)ccc1O (stereo not drawn),·,-10%,?,10%,·,?,·,·,·
CCOc1cc(N2CCOCC2)c(OCC)cc1NC(=O)CSc1ccccc1C(=O)O,-4%,1%,i,6%,-1%,3%,6%,11,-4%
C=CCn1c(CC(=O)Nc2ccc(C)cc2C)nnc1SCC(=O)N1CCOCC1,2%,1%,i,0%,2%,15%,-31%[inhibitor],i,-1%
CC(C)(C)c1csc(NC2=NS(=O)(=O)c3ccccc32)n1,-5%,-22%,i,14%,0%,-11%,7%,-15,2%
COc1cccc(NC(=O)C(C)OC(=O)CCCNC(=O)c2ccc(Cl)cc2)c1 (stereo not drawn),-1%,-14%,i,5%,-1%,0%,?,i,9%
O=c1[nH]c(SCc2n[nH]c(=S)n2-c2ccccc2)nc2sc3c(c12)CCC3,?,-10%,i,-14%,?,0%,-10%,-13,-28%
COc1cc(C(=O)NNC(=O)C2CCC2)cc(OC)c1OC,-3%,?,i,1%,5%,0%,2%,8,7%
Cc1ccc(CSc2nnc(-c3ccc(NS(=O)(=O)c4ccccc4)cc3)o2)cc1,?,-1%,?,-14%,1%,7%,7%,-57*,-6%
O=C(CSc1ccccc1)N1CCN(c2ccc(F)cc2)CC1,3%,-8%,i,3%,0%,?,-5%,-10,9%
CCN(CC)c1ccc(/C=N/NC(=O)c2ccoc2C)c(O)c1,?,?,i,-23%,?,12µM*,13µM*,144,5.2µM*
O=C(c1cccs1)N1CCn2c1nc1ccccc12,4%,4%,i,50%[activator],1%,-19%,-7%,-6,-9%
CCc1cc2c(NCc3ccccc3)nc(C)nc2s1,26%,-20%,i,·,-19%,?,?,-5,-29%
CCc1nc2c(OCC(=O)C(C)(C)C)cccn2c1N(C)C(=O)c1cccs1,·,3%,i,5%,20%,0%,·,19,3%
O=C(NCc1ccc(Cl)nc1)c1ccc2sc([C@@H]3O[C@H](CO)[C@H](O)[C@H](O)[C@H]3O)nc2c1,·,1%,i,9%,-9%,0%,·,10,13%

# Later entries
structure,MCF10A rerep,KB-V1 MDR tox,S2 tox,ATXN2 expr inh,HT1080NT lethal,KB-3-1 cytotox,SW480 rerep,IL-1B inflam inh,HT1080 IDH1KD tx
Cc1cc(NC(=O)c2cc(-c3cccnc3)nc3c(C)c(C)ccc23)no1,18%,-6%,i,?,-22%,?,?,-18,?
COc1ccc(S(=O)(=O)Nc2cc(C)nn2-c2ccccc2)cc1,-14%,?,i,-6%,14%,-4%,-5%,37,18%
Cc1ccccc1NC(=O)CS(=O)(=O)c1cn(CC(=O)N2CCOCC2)c2ccccc12,0%,-6%,i,·,8%,3%,-9%,0,5%
COC(=O)c1c(NC(C)=O)c2c3c(sc2n1Cc1cc(C)ccc1C)CCCC3,·,0%,i,-32%,·,3%,·,·,·
C=CCNc1nc2ccccc2nc1NS(=O)(=O)c1ccc(Cl)cc1,-4%,-10%,?,·,-17%,?,-9%,33,-20%
CC(NS(=O)(=O)c1ccc(N)cc1)C1CC2CCC1C2 (stereo not drawn),5%,9%,i,-16%,-21%,0%,-1%,?,?
COc1cc(NC(=O)c2sc3ncn(CC(=O)N4CCCCC4)c(=O)c3c2C)cc(OC)c1OC,-2%,20%,i,-24%,-7%,14%,2%,1,-6%

# Screening data deposited in PubChem by National Center for Advancing Translational Sciences (NCATS).
